PKM2 act = activators of human pyruvate kinase M2; P14618; purified PKM2, Kinase-Glo ATP luminescence, activation; response scale: 0% is enzyme alone, no compound; Potency, µM (top dose mostly 57.5 µM), without a hit: at the highest dose activation, hits mostly activators; hit rate 0.34% among 260,000; AID 1631; further: potency means the concentration at half of the fitted maximal effect; on the % scale 0 is the no-effect control and ±100 the full control effect; nearly all actives have a fitted effect of over 55% in size
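hPK-M2, >95% pure; 0.1 mM ADP / 0.5 mM PEP final; imidazole pH7.2 buffer w/ 7 mM MgCl2, 50 mM KCl; 1 h RT; Kinase-Glo lum. Intermediate enzyme activity for dual inhibitor/activator qHTS.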
PTAP TSG101 blk = blocks PTAP/TSG101 interaction to inhibit HIV-1 budding | Fluorescence polarization, FITC-PTAP peptide / Tsg101 binding | Potency, µM (series often up to 115 µM), inactives show top-dose activity change, negative = inhibition, most hits filed as inhibitors | 340,000 tested, under 10 active; active means well fitted inhibition curve with a large enough effect in the main read-out, with a control signal flat, not every such curve was filed as active; inconclusive means small, poorly fitted or top-dose-only effect, or effect the other way, or a change in a side signal; inactive means no such curve, though single readings can be large or run the other way; further: potency means the concentration at half of the fitted maximal effect; % of control where 0% means no effect
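Tsg101 binding domain (10 uM final) was mixed with compound and a FITC-labeled PTAP peptide (50 nM final) in HEPES pH 7.5 buffer with NaCl, Tween 20, EDTA and TCEP; fluorescence polarization was read after 20 min at r.t.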
Integrin act MD = activates integrin-mediated alleviation for muscular dystrophy; alpha7betagal myoblasts, beta-gal FDG fluorescence, 48 h; Potency, µM (top dose mostly 38.3 µM), without a hit: top-dose activation, most hits filed as activators; hit rate 0.064% among 350,000;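 further: potency means the concentration at half of the fitted maximal effect; 100% = response of the positive control SU9516; nearly all actives have a fitted effect of over 60% in size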
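Alpha7betagal+/- myoblasts (passage 13) were plated 16-24 hr, then exposed to compounds (1:260 dilution of DMSO stock) for 48 hours at 37C. After MPER lysis, β-galactosidase reporter activity was read as FDG fluorescence (ex 480/em 540) after 30 minutes.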
B2AR arrestin = recruits beta-arrestin to the human beta2-adrenergic receptor | P07550 | beta-arrestin recruitment to beta2AR, cell-based reporter | Potency, µM (doses to about 46.1 µM), for inactives: at the highest dose activation, usual class: activators | hit rate 0.02% among 330,000 | AID 492947;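 further: potency means the concentration at half of the fitted maximal effect; 0% = DMSO controls and full agonism = EC100 isoproterenol or metaproterenol; nearly all actives have a fitted effect of over 65% in size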
Target sequence (P07550 whole entry, looked up): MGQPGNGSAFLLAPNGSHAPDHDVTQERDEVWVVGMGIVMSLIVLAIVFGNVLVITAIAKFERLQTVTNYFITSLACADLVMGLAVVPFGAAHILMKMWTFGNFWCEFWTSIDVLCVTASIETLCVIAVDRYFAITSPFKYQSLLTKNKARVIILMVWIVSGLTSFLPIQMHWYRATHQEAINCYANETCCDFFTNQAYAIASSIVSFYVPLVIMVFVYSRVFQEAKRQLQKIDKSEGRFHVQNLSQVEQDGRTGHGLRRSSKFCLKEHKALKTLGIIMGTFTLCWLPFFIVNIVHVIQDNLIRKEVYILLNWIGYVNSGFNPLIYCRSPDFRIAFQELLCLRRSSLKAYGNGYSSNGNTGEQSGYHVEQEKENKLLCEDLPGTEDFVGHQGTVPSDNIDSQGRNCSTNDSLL
BCR signal inh = chronic active BCR signaling inhibition; ABC-DLBCL IkBa-CBG/CBR reporter, luminescence ratio, 4 h; Potency, µM (top dose mostly 46.1 µM), for the others: top-dose ratio change, negative = lower green/red ratio, usual class: inhibitors; hit rate 0.05% among 340,000; AID 493014; active means well fitted inhibition curve with a large enough effect in the signal ratio, with a control signal flat, not every such curve was filed as active; inconclusive means small, poorly fitted or top-dose-only effect, or effect the other way, or a change in a side signal; the % refers to the signal ratio;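 further: potency means the concentration at half of the fitted maximal effect; plate controls were basal doxycycline-induced cells for no effect and cells given 10 µM MG132 for full effect; MG132 reads +100%, hits lower the ratio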
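Cell line TMD8 (human ABC DLBCL), stably expressing tet-inducible CBG68-IkBa fusion and CBR; IMDM/0.5% FBS; cpd up to 46 uM; dox induction, 4 h, 37C/5% CO2; dual luminescence; green/red ratio; MG132 control.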
Tb PFK block = inhibitors of T. brucei phosphofructokinase. Potency, µM (highest dose often 57.5 µM), for the others: top-dose activity, negative = inhibition, most hits filed as inhibitors. hit rate 0.17% among 330,000. O15648. T. brucei PFK, ADP-Glo luminescence;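 further: potency means the concentration at half of the fitted maximal effect; 0% = uninhibited 1x PFK enzyme wells and -100% = no-enzyme wells; nearly all actives have a fitted effect of over 60% in size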
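In TEA buffer at pH 8.0 with 5 mM MgCl2, enzyme (1.25 nM) converted F6P (0.5 mM) and ATP (0.1 mM) for 45 min at room temperature. ADP product was read by luciferase luminescence.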
Menin MLL FP TR = displaces Texas Red mutant MLL peptide from human menin | O00255 | Menin + Texas Red MLL mutant peptide, fluorescence polarization | Potency, µM (doses to about 61.6 µM), inactives show at the highest dose FP activity change, negative = inhibition, hits mostly inhibitors | hit rate 0.23% among 270,000; active means well fitted inhibition curve with a large enough effect in the polarisation, with a control signal flat, not every such curve was filed as active; inconclusive means small, poorly fitted or top-dose-only effect, or effect the other way, or a change in a side signal; inactive means no such curve, though single readings can be large or run the other way; the % refers to the polarisation; further: potency means the concentration at half of the fitted maximal effect; % of control where 0% means no effect; many of its hits are not listed in these tables
Giardia killer = Giardia lamblia killing; Giardia lamblia trophozoite viability; activity change, % at 7.66 µM, hits read low; hit rate 0.15% among 340,000; AID 540267; in the data active means activity change below about -80%; inconclusive means between about -30% and that limit;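 further: parasites exposed to compound for two days anaerobically before the ATP read; on the % scale 0 is the no-effect control and ±100 the full control effect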
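Killing of trophozoites was scored by loss of ATP luminescence after a 48 hrs anaerobic exposure to compounds at 37 deg C, using 100 cells per well.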
Coupling enz = counter-screen for Giardia aldolase inhibitors: coupling enzyme system | AID 2472 | activity change, negative = inhibition, % at 58.2 µM, hits read low | hit rate 0.67% among 290,000 | coupling enzyme system counterscreen, AmpLite Red fluorescence; in the data active means activity change below about -30%; further: on the % scale 0 is the no-effect control and ±100 the full control effect
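First, compound is pin-transferred into glyceraldehyde-3-phosphate coupling-enzyme reagent at 57.5 uM final and held 10 min at RT. Next, substrate, coupling system and AmpLite Red are added. After 20 min RT, fluorescence (525/598 nm) is read.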
S-ASM inh = human S-ASM enzyme inhibition; hit rate 0.006% among 340,000; placental ASM, HMU-PC fluorogenic substrate, 60 min; Potency, µM (doses to about 57.5 µM), for the others: at the highest dose activity change, negative = inhibition, actives largely listed as inhibitors; further: potency means the concentration at half of the fitted maximal effect
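Fluorogenic HMU-PC substrate (9 uM final) is turned over by placental ASM in 60 min at 37 C after a 10 min compound preincubation. Reaction ended by alkaline stop (pH 10), with fluorescence read at 386/447 nm.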
GALK inh = blocks human galactokinase activity; P51570; Purified GALK, Kinase-Glo residual ATP luminescence; Potency, µM (titrated, usually from 57.5 µM), for the others: at the top dose activity change, negative = inhibition, actives largely listed as inhibitors; hit rate 0.007% among 270,000; AID 1868; further: potency means the concentration at half of the fitted maximal effect; on the % scale 0 is the no-effect control and ±100 the full control effect
Target sequence (P51570 whole entry, looked up): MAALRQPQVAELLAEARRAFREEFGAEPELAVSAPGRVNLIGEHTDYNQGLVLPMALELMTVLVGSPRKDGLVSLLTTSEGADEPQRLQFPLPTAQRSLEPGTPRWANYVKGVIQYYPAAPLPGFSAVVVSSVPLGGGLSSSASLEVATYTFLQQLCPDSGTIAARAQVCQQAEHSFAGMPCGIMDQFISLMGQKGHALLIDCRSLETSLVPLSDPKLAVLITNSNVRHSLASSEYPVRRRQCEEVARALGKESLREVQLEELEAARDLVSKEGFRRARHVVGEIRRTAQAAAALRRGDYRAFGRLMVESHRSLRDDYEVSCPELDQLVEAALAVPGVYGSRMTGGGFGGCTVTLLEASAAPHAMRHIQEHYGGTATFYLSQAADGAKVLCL
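5 nM enzyme, 35 uM ATP, 100 uM galactose, 20 mM HEPES pH8.0, 5 mM MgCl2; 1 h RT; residual ATP by Kinase-Glo Plus luminescence, qHTS format.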
The depositor's hits bear a star; i = inactive; ? = inconclusive; . = not tested or not shown; [ ] = remark or other dose. Unless noted, the call rests on the fitted dose curve; in most records, active means well fitted curve in the direction sought with a large enough effect; inconclusive means small, poorly fitted or top-dose-only effect, or another doubt; inactive means no such curve, though single readings can be large; an effect the other way counts as inactive or inconclusive.

SMILES	PKM2 act	PTAP TSG101 blk	Integrin act MD	B2AR arrestin	BCR signal inh	Tb PFK block	Menin MLL FP TR	Giardia killer	Coupling enz	S-ASM inh	GALK inh
CCCNC(=O)COc1coc(CN2CCN(C(=O)c3ccco3)CC2)cc1=O	.	-2.6%	-2.6%	0.1%	-0.5%	0.9%	.	-0.9	.	3.1%	.
CCOC(=O)/C(C#N)=C1/C=Cc2ccccc2N1CC	-8.4%	-2.1%	3.3%	0.4%	-9.2%	-3.7%	5.6%	1.4	-2.3	-11.5%	2.9%
NC(=O)C1CCN(c2ccc(S(=O)(=O)N3CCCCC3)cn2)CC1	-1.9%	-1.1%	3.4%	0.1%	0.5%	1.7%	15.2%	-19.5	0.1	0.9%	-1.2%
NC(=O)CN1CCOCCOCCN(CC(N)=O)CCOCCOCC1	-11.1%	-3.8%	-6.7%	0.1%	-5.6%	-2.1%	23.9%	-0.7	-3.5	-0.3%	0.0%
O=C(Cc1ccccc1)NS(=O)(=O)c1ccc(N=NN2CCOCC2)cc1	1.7%	1.4%	-6.0%	0.3%	-4.6%	-2.1%	-11.3%	23.9	6.1	-3.7%	3.6%
CCOC(=O)N1CCC(NC(=O)C(CC(C)C)NC(=O)C2CCCCC2)CC1 (stereo not drawn)	-15.1%	-1.3%	-30.2%	-0.1%	1.0%	7.6%	-2.6%	-3.5	2.6	1.8%	0.9%
CCN(CC)C(=O)C(=O)c1cc(C)n(-c2ccc(F)cc2)c1C	0.7%	0.8%	0.9%	0.1%	?	-4.6%	-10.3%	-20.7	4.1	1.2%	-2.0%
CC1CCCN(C(=O)C2CCN(S(=O)(=O)c3cccc4cccnc34)CC2)C1 (stereo not drawn)	-1.5%	-2.3%	10.2%	0.5%	-2.5%	-0.3%	-8.1%[11.7 µM]	-24.0	1.0	-1.9%	1.3%
CCOc1ccc(C(=O)Nc2cc(C)c3c(=O)oc4ccccc4c3n2)cc1	-0.8%	0.0%	23.5%	-0.5%	?	-1.7%	11.2%	10.9	3.9	5.4%	1.2%
C=CCC[C@H](Cc1ccc(F)cc1)C(=O)OC[C@H](Cc1c[nH]c2ccccc12)NC(=O)[C@H](CC=C)CC(=O)N[C@H](CO)Cc1ccccc1	.	-3.2%	-17.4%	-0.2%	2.6%	2.2%	.	-0.1	.	-9.2%	.
O=C(/C=N/O)Nc1ccc(F)cc1	-1.1%	-11.3%	-27.8%	-0.3%	?	-6.6%	4.5%	-14.4	-0.5	2.0%	1.4%
COc1ccc(C(=O)Nc2ccc(C(F)(F)F)n(C)c2=O)cc1	4.9%	-5.4%	6.3%	-0.6%	?	0.0%	-7.3%	-6.8	0.8	-1.6%	0.2%
CC1NC(C)(C)Cc2c1ccc1ccccc21 (stereo not drawn)	0.4%	0.7%	-47.0%[inhibitor]	-0.2%	-10.7%	1.2%	-12.1%	6.9	1.4	3.0%	-1.6%
Clc1cccc(Cl)c1C1Nc2cccc3cccc(c23)N1	4.8%	-2.6%	-7.4%	?	?	-21.5%	?	42.7[activator]	-3.3	-12.6%	-2.7%
O=C(C[n+]1cc(-c2ccccc2)n2c1CCC2)Nc1nc(-c2ccccc2)cs1	0.2%	0.2%	14.5%	-0.1%	10.9%	0.0%	?	-0.2	9.1	-1.5%	-2.5%
CCN(CC)C(=O)[C@H]1C[C@H](CC(=O)NCCC2=CCCCC2)C(=O)N2CCc3c([nH]c4ccc(Cl)cc34)[C@]12C	.	-3.8%	2.8%	0.6%	1.1%	-2.5%	.	-9.2	.	-23.3%	.
c1cn(C23CC4CC(CC(C4)C2)C3)cn1	-6.9%	-6.7%	-23.6%	0.7%	?	-8.9%	-10.3%	8.2	1.1	1.4%	1.8%
COc1ccc(OC)c(C(c2c(O)nc(SC)[nH]c2=O)c2c(O)nc(SC)[nH]c2=O)c1	-4.1%[11.5 µM]	0.9%	-11.9%	-0.2%	1.6%	-0.7%	32.9%[activator]	1.1	3.8	8.8%	-0.4%
COc1ccc(C(=O)N=c2sc3c(C)ccc(OC)c3n2C)cc1	2.8%	1.1%	18.7%	0.0%	12.1%	-4.0%	8.5%	?	-4.4	89.4%[activator]	5.3%
CN(C)S(=O)(=O)n1cc(/C=C(\NC(=O)c2ccccc2F)C(=O)NCCCn2ccnc2)c2ccccc21	-1.1%	-0.7%	16.5%	0.3%	?	-1.2%	-8.0%	-1.0	1.0	-1.3%	.
CC(Sc1nncn1C)C(=O)Nc1cc(C(F)(F)F)ccc1N1CCOCC1 (stereo not drawn)	-4.8%	-4.4%	-24.7%	-0.2%	4.3%	-1.1%	-7.7%	21.7	1.2	-3.6%	-1.9%
CCN(CC)S(=O)(=O)c1ccc(Cl)c(NC(=O)c2ccccc2C)c1	0.9%	-2.1%	5.7%	0.0%	-6.2%	-2.0%	-19.4%	-6.1	2.4	1.9%	1.9%
CCNc1ccc2c(Cl)cc(=O)oc2c1	-16.5%	0.8%	33.3%	0.2%	?	-10.3%	-26.1%	4.1	2.2	i	-0.1%
CC(=O)N1CC2(CC(=O)OC(C)C)CN(C(C)=O)CC(CC(=O)OC(C)C)(C1)C2=O	5.1%	-2.5%	-28.4%	-0.9%	3.3%	0.1%	-3.4%	8.9	1.1	2.2%	-0.3%
COc1ccc(F)c(CN2CCC(n3nccc3NC(=O)CCCc3ccccc3)CC2)c1	.	-1.0%	9.4%	-0.3%	-18.8%	2.1%	.	-4.1	.	-1.0%	-2.9%
CC(C)c1onc(C(=O)NCc2ccc(F)cc2)c1[N+](=O)[O-]	-2.8%	-1.8%	-40.4%	-0.7%	0.3%	-7.0%	1.1%	12.0	0.3	0.4%	1.2%
O=C(COC(=O)c1cc[n+]([O-])cc1)Nc1cc([N+](=O)[O-])ccc1Cl	.	0.9%	-1.1%	-0.6%	-8.3%	0.0%	.	-14.2	.	0.4%	.
CC(=O)c1cccc(CN2CCc3ccc(NC(=O)C4CCCO4)cc3C2)c1 (stereo not drawn)	-2.2%	-1.0%	-34.6%	-0.2%	-0.7%	?	-13.0%	7.6	2.3	-1.0%	3.0%
COc1cc(C2/C(=C(/O)c3ccc(OCC(C)C)cc3)C(=O)C(=O)N2CCN(C)C)ccc1O (stereo not drawn)	-2.4%	-1.9%	12.0%	-1.0%	-1.0%	-2.9%	-5.3%	-3.3	2.9	0.3%	3.1%
CS(=O)(=O)N1CCc2nc(-c3ccccc3)sc2C1	.	0.0%	-14.5%	-0.3%	-18.3%	-4.8%	3.2%	5.1	-1.6	-0.1%	-4.9%
NC(=S)NC1CC2C=CC1C2 (stereo not drawn)	0.3%	2.8%	5.9%	0.0%	3.3%	1.5%	.	-19.9	4.0	0.0%	1.8%
Cc1ccc2c(c1)N(Cc1cccc(Cl)c1)C(=O)c1cccnc1O2	4.3%	-1.3%	-13.1%	-1.2%	?	0.0%	0.9%	-13.1	6.0	-2.3%	1.9%
CCn1c2ccc(C)cc2c2nnc(SCCN3CCCCC3)nc21	.	-0.9%	?	-0.3%	9.4%	-0.2%	-25.7%	26.3	0.1	-1.4%	9.7%
COC(=O)c1ccc(C2c3c(oc4ccc(F)cc4c3=O)C(=O)N2CCO)cc1 (stereo not drawn)	1.0%	-1.0%	3.5%	-0.9%	-1.4%	-2.8%	-2.2%	-20.1	4.5	-0.3%	-0.4%
O=C(Nc1ccc(N2CCCCC2)c(Cl)c1)c1cccnc1	2.1%	3.0%	-23.0%	-0.2%	0.5%	1.9%	17.3%	-14.4	-4.1	-0.4%	5.8%
COc1cc(OC)c(N2CC(C(=O)Nc3cccc(C(=O)NC4CC4)c3)CC2=O)cc1Cl (stereo not drawn)	.	-1.8%	21.3%	-0.3%	-1.1%	-5.1%	.	23.3	.	-1.8%	.
CCOc1ccc2nc(SC(C)C(N)=O)[nH]c2c1 (stereo not drawn)	0.4%	-8.6%	18.3%	0.5%	?	-1.9%	6.4%	24.4	-3.9	1.5%	1.6%
CCSc1ncc(C)cc1[N+](=O)[O-]	4.2%	-7.8%	2.4%	2.5%	-5.5%	0.4%	-12.6%	33.9[activator]	-2.7	0.7%	0.6%
CCc1nc(SCc2cccnc2)c2c(=O)n(C)c(=O)n(C)c2n1	?	0.7%	11.0%	0.2%	5.9%	0.2%	-2.2%	-8.2	7.5	-7.3%	0.8%
Cc1ccc([N+](=O)[O-])cc1N=Nc1c(-c2ccc([N+](=O)[O-])cc2)[nH]n(C(N)=S)c1=O	5.9%	-5.6%	-59.9%[inhibitor]	0.708µM*	?	1.8%	?	6.4	-0.9	-5.1%	-5.1%

High-throughput results: PubChem BioAssay, National Center for Advancing Translational Sciences (NCATS)

Not all compounds are listed; the hit share may differ from the screen's.
